Screens from PubChem.
KOR beta-arrestin-1 – KOR agonists, beta-arrestin recruitment, primary screen, cell-based, luminescence, uHTS (AID 1777) | 280,000 tested, 0.02% active | activation, % at 10 µM; hits with a dose series show EC50 in µM | KOR beta-arrestin recruitment, luminescence; higher % means a stronger effect | Kappa-type opioid receptor (Homo sapiens); in the data active means activation above about 50%, passing the limit was not always enough; further: a part of the inactive calls stands beside numbers as strong as those of hits
NOD2 inhibition – NOD2 signaling inhibitors, cell-based, luminescence, uHTS, HEK293 (AID 1566); HEK293 NOD2/NF-kB luciferase reporter, luminescence; higher % means a stronger effect; inhibition, % at 4 µM, or EC50 in µM where a hit was titrated; 290,000 tested, 0.63% active; further: many of its hits are not listed in these tables
HIV fusion peptide – inhibitors of HIV fusion peptide binding, primary screen, biochemical, uHTS, fluorescence dequenching (AID 1986) | cell-free peptide binding, fluorescence dequenching, 30 min; higher % means a stronger effect | inhibition, % at 20 µM; hits with a dose series show IC50 in µM | 290,000 tested, 0.3% active; in the data active means inhibition mostly above about 52%, no sharp cut-off; inactive means mostly below about 76%; further: some results filed as inactive read as strong as hits
KOR beta-arrestin-2 – KOR antagonists, beta-arrestin recruitment, cell-based, luminescence, uHTS (AID 1778). 290,000 tested, 0.091% active. Kappa-type opioid receptor (Homo sapiens). inhibition, % at 10 µM; hits with a dose series show IC50 in µM. KOR beta-arrestin recruitment, luminescence, antagonist mode; higher % means a stronger effect; further: strong numbers were not always called active
Siah-1 displacement – Siah-1 peptide-binding antagonists, primary screen, biochemical, fluorescence polarization, rhodamine-plectin, uHTS (AID 1817). Siah-1 / rhodamine-plectin peptide fluorescence polarization; higher % means a stronger effect. displacement, % at 20 µM; hits with a dose series show IC50 in µM. 290,000 tested, 0.02% active;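 active means displacement of at least 50% at 20 µM, with a fluorescence ratio check between 0.3 and a set limit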;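 further: plate controls were Siah plus tracer with DMSO for no effect and tracer alone without Siah for full effect; strong numbers were not always called active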
NOD1 inhibition – NOD1 signaling inhibitors, primary screen, cell-based, luminescence, uHTS (AID 1578); NOD1-driven NF-kB luciferase reporter cells, luminescence; higher % means a stronger effect; one-dose inhibition, % at 4 µM; EC50 in µM for titrated hits; 290,000 tested, 1% active; in the data active means inhibition mostly above about 36%, no sharp cut-off; inactive means mostly below about 34%;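 further: HEK-293T reporter cells stimulated with the NOD1 agonist gamma-tri-DAP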
LYP inhibition – inhibitors of LYP phosphatase, biochemical, fluorescence intensity, uHTS (AID 1779) | Tyrosine-protein phosphatase non-receptor type 22 (Homo sapiens) | recombinant LYP phosphatase, fluorescence intensity; higher % means a stronger effect | inhibition, % at 11.5 µM, or IC50 in µM where a hit was titrated | 290,000 tested, 0.054% active;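 further: plate controls were vehicle with enzyme for no effect and no enzyme for full effect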
Myeloid diff MLP – induction of myeloid progenitor differentiation, primary screen, cell-based, flow cytometry, MLPCN library; calls only at 10 µM; AID 624256, 2012; ER-HoxA9 myeloid progenitors, lysozyme-GFP differentiation; 360,000 tested, 1% active;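 active means normalized GFP-positive differentiation at or above the plate's own cutoff, the solvent-only control mean plus 3 SD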;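 further: cells exposed to compound for four days before flow analysis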
Salmonella PhoP GFP – inhibitors of PhoP regulon expression, primary screen, Salmonella Typhimurium, GFP reporter (AID 1863) | S. Typhimurium PhoP-regulated promoter GFP reporter, 4 h; higher % means a stronger effect | inhibition, % at 50 µM; hits with a dose series show IC50 in µM | 300,000 tested, 0.16% active;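 active means inhibition over 29.93%, a cutoff 3 SD above the screen mean, later confirmed by dose response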;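 further: 0% = low Mg2+ inducing control and 100% = high Mg2+ repressing control; strong numbers were not always called active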
Myeloid diff MLP GFP+ MAC1+ % – second read-out of Myeloid diff MLP, no call of its own (marks repeat the call); GFP+ MAC1+ double positive, %; measured here: differentiation confirmed by MAC1 staining
* marks the source's active call; other numbers are inactive results; [ ] = remark or other dose. Unless noted, no stated cut-off is given here; in the data, active means inhibition above about 50%; inactive means the rest.

COc1ccc(OC)c2sc(N3CCCCC3)nc12 was read as KOR beta-arrestin-1 -1.7%, NOD2 inhibition -35.9%, HIV fusion peptide -0.3%, KOR beta-arrestin-2 4.0%, Siah-1 displacement -2.5%, LYP inhibition 3.6%, Myeloid diff MLP inactive, Salmonella PhoP GFP 3.8% and Myeloid diff MLP GFP+ MAC1+ % 0.4.
Screening COc1ccc(S(=O)(=O)N2CCC(C(=O)NCCN3CCOCC3)CC2)cc1 returned KOR beta-arrestin-1 -0.1%, NOD2 inhibition -1.8%, HIV fusion peptide 1.9%, KOR beta-arrestin-2 -25.5%, Siah-1 displacement 17.4%, NOD1 inhibition -25.5%, LYP inhibition -8.7%, Myeloid diff MLP inactive, Salmonella PhoP GFP 4.4% and Myeloid diff MLP GFP+ MAC1+ % 2.5.
Screening COC(=O)CSC1=NS(=O)(=O)c2ccccc21 returned KOR beta-arrestin-1 -7.1%, NOD2 inhibition 18.4%, HIV fusion peptide 2.0%, KOR beta-arrestin-2 -11.7%, Siah-1 displacement -0.5%, NOD1 inhibition 26.9%, LYP inhibition -4.6%, Myeloid diff MLP inactive, Salmonella PhoP GFP -9.7% and Myeloid diff MLP GFP+ MAC1+ % 1.1.
`O=C(Cn1nc(C(F)(F)F)cc1C1CC1)NCc1ccccc1F` gave KOR beta-arrestin-1 1.5%, NOD2 inhibition -10.2%, HIV fusion peptide 1.0%, KOR beta-arrestin-2 -21.9%, Siah-1 displacement -1.1%, NOD1 inhibition -17.3%, LYP inhibition -0.3%, Myeloid diff MLP inactive, Salmonella PhoP GFP 0.6% and Myeloid diff MLP GFP+ MAC1+ % 0.3.
Screening CCN(CC)c1ccc(CNc2ccc3c(c2)ncn3CC)cc1 returned KOR beta-arrestin-1 8.4%, NOD2 inhibition 13.6%, HIV fusion peptide -1.6%, KOR beta-arrestin-2 -9.2%, Siah-1 displacement -2.6%, NOD1 inhibition 4.4%, LYP inhibition -10.2% and Salmonella PhoP GFP -1.8%.
For COc1ccc(N2CCN(S(=O)(=O)c3cccc4nsnc34)CC2)cc1 the results were KOR beta-arrestin-1 -2.6%, NOD2 inhibition 1.7%, HIV fusion peptide 0.7%, KOR beta-arrestin-2 -4.4%, Siah-1 displacement 1.9%, NOD1 inhibition -10.4%, LYP inhibition -1.6%, Myeloid diff MLP inactive, Salmonella PhoP GFP -6.9% and Myeloid diff MLP GFP+ MAC1+ % 1.4.
Screening O=C(Nc1cccc(C(F)(F)F)c1)c1cc(-c2ccco2)on1 returned KOR beta-arrestin-1 -4.1%, NOD2 inhibition 17.9%, HIV fusion peptide 2.3%, KOR beta-arrestin-2 -11.9%, Siah-1 displacement -1.2%, NOD1 inhibition -18.8%, LYP inhibition -7.0%, Myeloid diff MLP inactive, Salmonella PhoP GFP 0.0% and Myeloid diff MLP GFP+ MAC1+ % 0.3.
`CCCOc1ccc(/C=C/C(=O)NC2CCCCC2)cc1OC` gave KOR beta-arrestin-1 -4.5%, NOD2 inhibition 13.6%, HIV fusion peptide 0.8%, KOR beta-arrestin-2 -15.0%[20 µM], Siah-1 displacement 3.7%, NOD1 inhibition 2.6%, LYP inhibition -5.4%, Myeloid diff MLP inactive, Salmonella PhoP GFP -3.5% and Myeloid diff MLP GFP+ MAC1+ % 0.9.
Screening CSc1c(-c2ccccn2)c(N)nn1C(=O)C1CCC1 returned KOR beta-arrestin-1 0.0%, NOD2 inhibition -4.1%, HIV fusion peptide -0.4%, KOR beta-arrestin-2 -2.4%, Siah-1 displacement -4.0%, NOD1 inhibition -7.6%, LYP inhibition 0.6%, Myeloid diff MLP inactive, Salmonella PhoP GFP -10.1% and Myeloid diff MLP GFP+ MAC1+ % 0.5.
For Cc1cc(C)cc(NC(=O)CSc2nc3[nH]c(=O)cc(O)c3s2)c1 the results were KOR beta-arrestin-1 -1.8%, NOD2 inhibition -13.0%, HIV fusion peptide 16.4%, KOR beta-arrestin-2 -7.1%, Siah-1 displacement -1.7%, NOD1 inhibition -16.2%, LYP inhibition -3.4%, Myeloid diff MLP inactive, Salmonella PhoP GFP -1.6% and Myeloid diff MLP GFP+ MAC1+ % 0.8.
O=C(CCSCc1cccc(F)c1)NCCc1ccccc1 was read as KOR beta-arrestin-1 3.9%, NOD2 inhibition -3.2%, HIV fusion peptide -0.1%, KOR beta-arrestin-2 -7.6%, Siah-1 displacement -0.4%, NOD1 inhibition -4.8%, LYP inhibition -3.9%, Myeloid diff MLP inactive, Salmonella PhoP GFP -4.7% and Myeloid diff MLP GFP+ MAC1+ % 0.1.
`CC(=O)N1CCN(c2ccccc2NC(=O)c2ccc(C#N)cc2F)CC1` gave KOR beta-arrestin-1 0.8%, NOD2 inhibition -5.4%, HIV fusion peptide -0.4%, KOR beta-arrestin-2 -4.4%, Siah-1 displacement 0.4%, NOD1 inhibition 2.6%, LYP inhibition -6.7%, Myeloid diff MLP inactive, Salmonella PhoP GFP -1.1% and Myeloid diff MLP GFP+ MAC1+ % 0.5.
For COc1ccc(N(C(=O)c2ccco2)S(=O)(=O)c2cc(Cl)c(Cl)cc2Cl)cc1 the results were KOR beta-arrestin-1 -9.3%, NOD2 inhibition -12.5%, HIV fusion peptide -1.3%, KOR beta-arrestin-2 20.9%, Siah-1 displacement 1.5%, NOD1 inhibition 33.6%, LYP inhibition 11.1%, Myeloid diff MLP inactive, Salmonella PhoP GFP 12.7% and Myeloid diff MLP GFP+ MAC1+ % 0.9.
Cc1ccccc1N1CC(C(=O)Nc2ccc(S(=O)(=O)N3CCCCC3)cc2)CC1=O (stereo not drawn) was read as KOR beta-arrestin-1 1.4%, NOD2 inhibition -12.2%, HIV fusion peptide 0.3%, KOR beta-arrestin-2 -50.1%, Siah-1 displacement 2.3%, NOD1 inhibition 12.7%, LYP inhibition -6.4%, Myeloid diff MLP inactive, Salmonella PhoP GFP 0.3% and Myeloid diff MLP GFP+ MAC1+ % 1.0.
Screening Cc1ccc(-n2nc(C)c(/C=N/NC(=O)c3cccnc3)c2Cl)cc1 returned KOR beta-arrestin-1 -1.2%, NOD2 inhibition 2.7%, HIV fusion peptide 1.3%, KOR beta-arrestin-2 9.9%, Siah-1 displacement 5.5%, NOD1 inhibition -17.3%, LYP inhibition -2.9%, Myeloid diff MLP inactive, Salmonella PhoP GFP 6.9% and Myeloid diff MLP GFP+ MAC1+ % 0.2.
Screening COc1cccc(C(c2nnnn2Cc2ccc(F)cc2)N2CCC(C(N)=O)CC2)c1OC (stereo not drawn) returned KOR beta-arrestin-1 0.0%, NOD2 inhibition 2.3%, HIV fusion peptide 2.3%, KOR beta-arrestin-2 16.9%, Siah-1 displacement 10.6%, NOD1 inhibition -26.5%, LYP inhibition -4.9%, Myeloid diff MLP inactive, Salmonella PhoP GFP -3.7% and Myeloid diff MLP GFP+ MAC1+ % 0.5.
Screening COCCCn1c(SCC(=O)NCc2ccco2)nc2sc3c(c2c1=O)CCC3 returned KOR beta-arrestin-1 -0.8%, NOD2 inhibition 9.0%, HIV fusion peptide -2.5%, KOR beta-arrestin-2 -1.5%, Siah-1 displacement -1.4%, NOD1 inhibition -29.2%, LYP inhibition -0.1%, Myeloid diff MLP inactive, Salmonella PhoP GFP 3.1% and Myeloid diff MLP GFP+ MAC1+ % 0.6.
`COc1ccc(CN=C2NC(=O)CC(C(=O)Nc3ccc(Cl)cc3)S2)cc1` (stereo not drawn) gave KOR beta-arrestin-1 -4.2%, NOD2 inhibition 4.8%, HIV fusion peptide 2.1%, KOR beta-arrestin-2 0.0%, Siah-1 displacement 1.1%, NOD1 inhibition -27.5%, LYP inhibition 5.4%, Myeloid diff MLP inactive, Salmonella PhoP GFP -0.4% and Myeloid diff MLP GFP+ MAC1+ % 0.3.
`COc1ccc(C(=O)n2nc(-c3ccc(Cl)cc3)nc2N)cc1OC` gave KOR beta-arrestin-1 -4.1%, NOD2 inhibition 15.2%, HIV fusion peptide -3.6%, KOR beta-arrestin-2 5.7%, Siah-1 displacement 0.5%, NOD1 inhibition 34.5%, LYP inhibition -8.2%, Myeloid diff MLP inactive, Salmonella PhoP GFP -13.6% and Myeloid diff MLP GFP+ MAC1+ % 0.6.
CC(=O)N1CCCc2ccccc21 was read as NOD2 inhibition 10.7%, HIV fusion peptide -3.9%, KOR beta-arrestin-2 -7.6%, Siah-1 displacement 4.7%, NOD1 inhibition -17.1%, LYP inhibition -7.6%, Myeloid diff MLP inactive, Salmonella PhoP GFP 6.7% and Myeloid diff MLP GFP+ MAC1+ % 4.3.
Cc1ccnc2nc(C(=O)OCC(=O)Nc3ccccc3C(C)(C)C)nn12 was read as KOR beta-arrestin-1 3.4%, NOD2 inhibition 2.7%, HIV fusion peptide -1.5%, KOR beta-arrestin-2 -14.3%, Siah-1 displacement 3.3%, NOD1 inhibition -13.7%, LYP inhibition -1.3%, Myeloid diff MLP inactive, Salmonella PhoP GFP -5.2% and Myeloid diff MLP GFP+ MAC1+ % 0.5.
For OCCC1CN(Cc2ccc(F)cc2)CCN1CCc1ccccc1 (stereo not drawn) the results were KOR beta-arrestin-1 -0.5%, NOD2 inhibition -27.6%, HIV fusion peptide 0.3%, KOR beta-arrestin-2 -14.3%[20 µM], Siah-1 displacement -2.4%, NOD1 inhibition 10.8%, LYP inhibition -6.5%, Myeloid diff MLP inactive, Salmonella PhoP GFP 8.7% and Myeloid diff MLP GFP+ MAC1+ % 0.5.
`O=C(Cc1ccccc1)c1ccc2c(c1)OCCO2` gave KOR beta-arrestin-1 -4.1%, NOD2 inhibition -59.2%, HIV fusion peptide -0.6%, KOR beta-arrestin-2 -7.8%[20 µM], Siah-1 displacement 9.4%, NOD1 inhibition -43.1%, LYP inhibition -7.6%, Myeloid diff MLP inactive, Salmonella PhoP GFP 6.7% and Myeloid diff MLP GFP+ MAC1+ % 0.9.
Screening COc1ccc(OC)c(S(=O)(=O)N2CCNCC2)c1 returned KOR beta-arrestin-1 -2.6%, NOD2 inhibition 11.9%, HIV fusion peptide 0.4%, KOR beta-arrestin-2 19.3%, Siah-1 displacement -2.5%, NOD1 inhibition 11.8%, LYP inhibition -10.5%, Myeloid diff MLP inactive, Salmonella PhoP GFP -0.1% and Myeloid diff MLP GFP+ MAC1+ % 0.7.
COc1cc(/C=C2\SC(=O)N(CC(=O)Nc3ccccc3F)C2=O)cc(Cl)c1O was read as KOR beta-arrestin-1 -2.2%, NOD2 inhibition 18.4%, HIV fusion peptide 1.3%, KOR beta-arrestin-2 16.8%[20 µM], Siah-1 displacement 0.2%, NOD1 inhibition -2.5%, LYP inhibition -10.2%, Myeloid diff MLP inactive, Salmonella PhoP GFP 0.9% and Myeloid diff MLP GFP+ MAC1+ % 2.8.

A portion of the library, so the mix of outcomes need not match the whole.
